Screening data deposited in PubChem BioAssay by NCI.
Growth percent in the NCI-60 one-dose screen (48 h, 10 µM unless noted): 100 = growth as untreated, 0 = no growth, -100 = all killed.
NCI/ADR-RES = NCI/ADR-RES ovarian cells. 4.4% of 81,000 active. AID 1794790
OVCAR-4 = OVCAR-4 ovarian cancer cells; 3.7% of 80,000 active
SK-OV-3 = SK-OV-3 ovarian cancer cells. 3.2% of 80,000 active
OVCAR-3 = OVCAR-3 ovarian cancer | 7% of 79,000 active
SN12C = SN12C renal cancer cells. 3.8% of 81,000 active. AID 1794767
NCI-H23 = NCI-H23 lung cancer; 4% of 80,000 active; AID 1794731
OVCAR-5 = OVCAR-5 ovarian cancer. 2.9% of 82,000 active. AID 1794783
IGROV1 = IGROV1 ovarian cancer | AID 1794786 | 4.7% of 79,000 active
NCI-H226 = NCI-H226 lung cancer; 3.5% of 79,000 active; AID 1794732
Numbers without * were called inactive; x = no result given; & = joins results of further samples. The calls were made as follows: active = growth percent below 10; inactive = the rest. This is a random part of the collection, and some 9.4% of all compounds hit somewhere here.

SMILES	NCI/ADR-RES	OVCAR-4	SK-OV-3	OVCAR-3	SN12C	NCI-H23	OVCAR-5	IGROV1	NCI-H226
CC(=O)N(/C=C\c1sc2ccccc2[n+]1C)c1ccccc1	104	93	95	61	85	76	110	92	91
O=C(Cn1c(-c2cnccn2)nc2cc(Br)cnc21)NNC(=O)c1ccncc1	93	93	105	112	89	100	104	80	88
O=C(O)c1ccc(-c2nn(-c3ccc(C(=O)O)cc3)cc2/C=N/NC(=O)c2ccccc2)cc1	99	103	113	115	98	104	95	98	81
C#CCOC(=O)C1(C)CCC[C@]2(C)[C@H]3C[C@H]4C(C(C)C)=C[C@]3(CC[C@@H]12)c1c4c(O)cc2c(C(=O)OCC)c(C)[nH]c12 (stereo not given in full)	96	98	107	x	107	88	123	115	94
Cc1ccc(NC(=O)NC2CCCCC2)cc1	110	114	96	109	106	108	103	105	95
Cc1cc(Cl)ccc1O/C(=C\C(=O)O)C(=O)O	101	102	97	104	101	97	101	100	95
COc1ccc(S(=O)(=O)NCCNc2cc(-c3cn(C(C)(C)C)nc3-c3cccc(F)c3)ccn2)cc1	96	76	102	108	91	98	108	91	94
CCNc1nc(S(=O)(=O)CC)nc2ccccc12	111	100	97	98	101	103	104	104	102
COc1ccc(Cc2nnc3sc(-c4sc(C)nc4C)nn23)cc1	93	105	105	102	97	94	127	106	95
CC(C)(C)CC(C)(C)Nc1c(-c2c(O)c3ccccc3oc2=O)nc2sc3ccccc3n12	40	42	30	55	51	44	67	30	57
NS(=O)(=O)c1ccc(CCn2c(SCc3ccccc3)nc3ccccc3c2=O)cc1	89	51	104	100	96	99	107	104	104
CC1(C)CC[C@]2(CO)CC[C@]3(C)[C@H](CC[C@@H]4[C@@]5(C)CCC(=O)NC(C)(C)[C@@H]5CC[C@]43C)[C@H]2[C@H]1O	105	112	119	x	101	101	106	115	108
N[C@H](CC/[N+]([O-])=N/O)C(=O)O	103	112	108	107	99	107	109	95	101
O=c1[nH]c(=O)n(Cc2ccc(F)cc2)c(=O)n1Cc1ccc(F)cc1	99	106	101	104	102	102	102	137	108
COC(=O)c1c(C)[nH]c(/C=C2\N=C(c3ccc[nH]3)C=C2OC)c1C	13	-67*	48	-41*	17	10	0.7*	-8.8*	-16*
O=C1CC2CC=CCN2C=C1c1ccncc1 (stereo not given)	99	102	90	100	89	95	114	108	96
COc1ccc(/C=c2/c(=O)[nH]c3nc4sc(C)c(C)c4c(=O)n23)cc1	79	82	102	101	84	91	105	98	94
OC1CCN(Cc2ccccc2)CC1	92	107	112	132	99	87	96	100	103
NC(N)=N/N=C/c1ccc(C(=O)O)cc1	113	101	107	103	102	101	103	116	106
COc1ccc(C=C(C(C)=O)C(C)=O)cc1	100&105	104&95	116&108	104&98	89&94	97&100	99&102	99&100	97&104
COc1cccc(Cn2c(-c3nonc3NC(C)=O)nc3ccccc32)c1	30	80	17	70	48	40	39	57	61
O=C1NCC(Nc2ccc(Br)cc2)C(=O)N1 (stereo not given)	100	100	103	111	92	100	98	102	87
Cn1cncc1CC1COC(=O)C1C(O)c1ccccc1 (stereo not given)	92	98	104	117	98	79	84	92	96
CCCCCCSc1ccc(C)cc1	102	87	102	103	107	90	97	107	96
O=[N+]([O-])c1ccc(/C=C/C=C/c2ccccc2)c(Cl)c1	108	82	99	105	98	90	102	88	102
Cc1nn2c(/C=C3/C(=O)Nc4ccc(Cl)cc43)c(-c3ccccc3)nc2s1	38	-52*	-0.1*	9.9*	53	51	74	3.8*	33
C=C1c2c(Cl)ccc(O)c2C(O)=C2C(=O)[C@]3(O)C(O)=C(C(N)=O)C(=O)[C@@H](N(C)C)[C@@H]3[C@@H](O)[C@H]12	61	24	11	-16*	11	8.0*	x	-2.9*	43
COc1ccc(/C(O)=C/c2nc3nonc3nc2-c2ccc(OC)cc2)cc1	95	90	94	101	88	89	104	97	104
CCOC(=O)c1ccc2c(c1)nc(C)n2-c1cc(C(C)(C)C)[nH]n1	92	92	98	101	99	98	104	98	92
CCOC(=O)C(CC(c1ccccc1)N1CCOCC1)[N+](=O)[O-] (stereo not given)	95	112	103	100	100	98	107	94	97
CC/C(=C(/c1ccc(O)cc1)c1ccc(OCCN(C)C(=O)COCCNC(=O)c2ccc3c(c2)CN([C@@H]2CCC(=O)NC2=O)C3=O)cc1)c1ccccc1	106	114	100	133	110	100	96	85	85
Cc1nnc(/N=C2\NC(=O)/C(=C/c3ccc(O)cc3)S2)s1	88	100	78	89	97	87	105	95	98
C/C(=N/NS(=O)(=O)c1ccc([N+](=O)[O-])cc1)c1ccc(C)cc1	110	110	124	110	104	94	112	x	102
O=C(O)c1cn(C2CC2)c2cc(N3CCN(C(=O)c4ccccc4)CC3)c(F)cc2c1=O	105	101	108	105	92	102	92	110	108
N#CC1=C(N)n2nc(-c3ccncc3)nc2NC1c1cccc2ccccc12 (stereo not given)	92	80	98	97	97	90	100	91	78
N#Cc1c(-c2ccc(Cl)cc2Cl)c(C#N)c(=O)n(-c2nccs2)c1N	98	107	100	107	97	93	87	98	96
O=[N+]([O-])c1ccc(Cc2nc3ccccc3s2)cc1	102	105	99	98	107	98	111	100	92
COc1ccc(-c2nn(C(=O)NCCN3CCN(C(C)=O)CC3)cc2-c2ccncc2)cc1Cl	82	54	49	105	79	89	83	87	47
COC(=O)c1c(NC(=O)c2cc(C)oc2C)sc(C)c1C	92	101	86	104	94	87	100	75	86
Cc1ccc(S(=O)(=O)NC(CCC(=O)Nc2ccccc2)C(=O)Nc2ccccc2)cc1 (stereo not given)	-25*	-4.8*	x	-42*	3.9*	-25*	-8.9*	-25*	6.7*

Part of the list above, with values under each structure.
Value order – NCI/ADR-RES, OVCAR-4, SK-OV-3, OVCAR-3, SN12C, NCI-H23, OVCAR-5, IGROV1, NCI-H226
> Cc1nn2c(/C=C3/C(=O)Nc4ccc(Cl)cc43)c(-c3ccccc3)nc2s1
    38, -52*, -0.1*, 9.9*, 53, 51, 74, 3.8*, 33
> C=C1c2c(Cl)ccc(O)c2C(O)=C2C(=O)[C@]3(O)C(O)=C(C(N)=O)C(=O)[C@@H](N(C)C)[C@@H]3[C@@H](O)[C@H]12
    61, 24, 11, -16*, 11, 8.0*, x, -2.9*, 43
> COc1ccc(/C(O)=C/c2nc3nonc3nc2-c2ccc(OC)cc2)cc1
    95, 90, 94, 101, 88, 89, 104, 97, 104
> CCOC(=O)c1ccc2c(c1)nc(C)n2-c1cc(C(C)(C)C)[nH]n1
    92, 92, 98, 101, 99, 98, 104, 98, 92

The main list resumes; the 6 compounds before the break are reprinted first.
SMILES	NCI/ADR-RES	OVCAR-4	SK-OV-3	OVCAR-3	SN12C	NCI-H23	OVCAR-5	IGROV1	NCI-H226
N#CC1=C(N)n2nc(-c3ccncc3)nc2NC1c1cccc2ccccc12 (stereo not given)	92	80	98	97	97	90	100	91	78
N#Cc1c(-c2ccc(Cl)cc2Cl)c(C#N)c(=O)n(-c2nccs2)c1N	98	107	100	107	97	93	87	98	96
O=[N+]([O-])c1ccc(Cc2nc3ccccc3s2)cc1	102	105	99	98	107	98	111	100	92
COc1ccc(-c2nn(C(=O)NCCN3CCN(C(C)=O)CC3)cc2-c2ccncc2)cc1Cl	82	54	49	105	79	89	83	87	47
COC(=O)c1c(NC(=O)c2cc(C)oc2C)sc(C)c1C	92	101	86	104	94	87	100	75	86
Cc1ccc(S(=O)(=O)NC(CCC(=O)Nc2ccccc2)C(=O)Nc2ccccc2)cc1 (stereo not given)	-25*	-4.8*	x	-42*	3.9*	-25*	-8.9*	-25*	6.7*
CC(=O)NNc1ccc2nnc(-c3ccc(Br)cc3)n2n1	101	99	81	104	105	92	102	105	88
COC(=O)Cc1[nH]cnc1C(=O)OC	110	115	106	109	99	106	124	110	92
CCCCc1cn(CC(=O)N2c3ccccc3Sc3ccc(C(F)(F)F)cc32)nn1	93	83	105	105	90	99	111	118	88
O=C(C[n+]1cccc(Br)c1)c1cccc([N+](=O)[O-])c1	107	115	102	108	98	100	118	93	91
N#CC1C(C#N)C2c3ccccc3C=CN2C1C(=O)c1ccc(Br)cc1 (stereo not given)	95	54	108	109	89	91	98	102	92
CCOC(=O)CCCC(=O)OCC	106	101	97	102	114	98	101	102	104
CC(C)NS(=O)(=O)c1cccc(-c2ccc3c(=O)n(CCCN(C)C)c4c(c3c2)C(=O)c2ccccc2-4)c1	90	105	104	98	103	97	116	87	102
CCOC(=O)c1ccc2c(c1)n([O-])c(C(=O)Nc1ccccc1)c(-c1ccccc1)[n+]2=O	86	86	107	95	76	94	111	64	79
O=C(Oc1c2c(nc3c1c1ccccc1n3Cc1ccccc1)-c1ccccc1C2)c1ccccc1Cl	95	91	88	84	92	84	101	78	98
O=C(CC12CC3CC(CC(C3)C1)C2)NCCOCCOCCOCCNC(=O)c1cc2c(o1)C(=O)c1ccccc1C2=O	-15*	-96*	x	-43*	-91*	-48*	-88*	-11*	-74*
O=C1Nc2ccccc2/C1=N/n1c(N/N=C/c2cccc3c2oc2ccccc23)n[nH]c1=S	108	94	109	125	93	93	112	76	91
C=C(C)[C@@H]1CC[C@]2(C(=O)O)CC[C@]3(C)[C@H](CC[C@@H]4[C@@]5(C)C[C@@H](CC#Cc6ccccc6)C(=O)C(C)(C)[C@@H]5CC[C@]43C)[C@@H]12	42	41	43	18	44	25	65	61	29
CCCCNC(=O)Oc1ccc(/C(=C(/C)Cc2ccc(OC)cc2)c2ccc(OCCN(CC)CC)cc2)cc1	91	80	97	82	84	97	82	94	101
O=C(COc1cccc(/C=C2\Cc3ccc(Cl)cc3C2=O)c1)c1ccc(Cl)cc1	96	101	118	109	112	103	105	104	108
O=[N+]([O-])c1cc(Cl)ccc1Nc1cccc(F)c1	98	96	90	104	116	87	94	73	95
O=C(NNC(=O)c1cc2oc(-c3cccc(C(F)(F)F)c3)cc2[nH]1)c1ccccc1	95	74	98	63	83	100	97	x	87
CC1(C)CC(=O)C=C(Nc2ccc(O)cc2)C1	105	93	92	107	104	97	101	97	100
O=C(O)c1cn(C2CC2)c2cc(N3CCN(S(=O)(=O)c4ccc(Cl)cc4Cl)CC3)c(F)cc2c1=O	95	64	105	98	86	83	99	92	60
COc1ccc(NC(=O)c2c(Nc3ccccc3)nn3c(-c4ccc(Cl)cc4)c(-c4nc5ccccc5s4)c(N)nc23)cc1	108	107	109	118	101	109	100	98	89
Cc1nn(-c2ccccc2)c2c1C(c1cc3c(cc1[N+](=O)[O-])OCO3)C(C#N)=C(N)O2 (stereo not given)	108	101	100	109	94	107	117	104	103

Grouped by structure: those above containing a thiophene ring, fused or not.
SMILES	NCI/ADR-RES	OVCAR-4	SK-OV-3	OVCAR-3	SN12C	NCI-H23	OVCAR-5	IGROV1	NCI-H226
COc1ccc(/C=c2/c(=O)[nH]c3nc4sc(C)c(C)c4c(=O)n23)cc1	79	82	102	101	84	91	105	98	94
COC(=O)c1c(NC(=O)c2cc(C)oc2C)sc(C)c1C	92	101	86	104	94	87	100	75	86

Next results
SMILES	NCI/ADR-RES	OVCAR-4	SK-OV-3	OVCAR-3	SN12C	NCI-H23	OVCAR-5	IGROV1	NCI-H226
Cc1cccc(OC(=O)Oc2cccc(C)c2)c1	110	117	106	116	114	104	101	120	101
CC(=O)ON(C(C)=O)c1ccc(C(N)=O)cc1	111	105	111	103	100	104	102	120	109
Cc1nnc(N2CCN(c3ccccn3)CC2)c2ccccc12	105	100	108	114	104	106	98	112	99
Cc1ccc(S(=O)(=O)Nn2c(C)ccc(-c3nc4ccccc4s3)c2=O)cc1	104	104	99	98	96	99	101	98	74
CCNC(=O)CSc1nc2ccccc2c(=O)n1-c1ccc(S(=O)(=O)Nc2ccc(Cl)nn2)cc1	107	106	112	122	106	104	109	105	101
O=C1/C(=C/c2cc3ccccc3[nH]c2=O)CCC/C1=C\c1cc2ccccc2[nH]c1=O	104	92	117	99	91	101	109	110	102
CCCCCCCCCCCCCCCCCC(=O)Oc1ccc2ccccc2c1	96	94	87	97	101	86	101	87	86
